HSF1 inh – HSF1 inhibition; NIH3T3-HGL HSE-luciferase, MG132-induced, luminescence 8 h; active compounds read low; activity change, negative = inhibition, % at 7.5 µM (by protocol); 300,000 compounds, 0.77% hits;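 active = more than half of replicate wells show activity change below -50%, luminescence cut by over half; inconclusive = some wells, but at most half, below -50%; inactive = no replicate well below -50%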;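 also: luciferase reports HSF-1 transcriptional activity via heat shock element; 0% = median of DMSO wells and -100% = zero luminescence signal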
HIF activator – HIF pathway transcriptional activation; U2OS HRE-luciferase reporter, luminescence; normalized: DMSO 0%, desferrioxamine 100%; activation, % at 7.5 µM (by protocol); 300,000 compounds, 0.32% hits;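 active = mean activation of at least 10% of the iron chelator positive control signal, with at least half of replicates also reaching 10%; inconclusive = mean and replicate majority disagree about reaching 10%; inactive = mean and most replicates under 10%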
KLF5 inhibitor – kruppel-like factor 5 inhibition; DLD-1 KLF5 promoter-luciferase reporter, luminescence; 290,000 compounds, 0.23% hits; inhibition, % at 5 µM; AID 1700;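 active = inhibition above a per-plate limit of that plate's mean compound inhibition plus 3 SD, cut at about 60% in these data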;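 also: 0% = DMSO wells and 100% = LY294002 at 200 µM; higher means less KLF5 promoter-driven luciferase light; inactives centre near -14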
SKKanGAS inh – inhibitors of SKKanGAS S. pyogenes growth in kanamycin (SK-promoter or general growth effect); BacTiter-Glo, 6 h; inhibition, % at 7.5 µM; 300,000 compounds, 1.3% hits; AID 1662;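 active = mean replicate score, as percent of positive control median, at least 50; inconclusive = mean below 50 but one replicate at or above 50; inactive = mean and every replicate below 50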;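 also: strain carries kanamycin resistance gene driven by streptokinase promoter and grows in 40 µg/ml kanamycin; loss of luminescence reflects streptokinase promoter inhibition or plain growth inhibition; 0% = median of DMSO wells and 100% = positive control at its reference dose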
HSF-1 act – increases HSF-1 driven luciferase reporter signal; NIH3T3-HGL HSF-1 luciferase reporter, MG132, 8 h; 100% = twice DMSO control signal; activation, % at 9 µM; 300,000 compounds, 1.7% hits; AID 504408;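 active = mean replicate activation of at least 50% with a set share of replicates each reaching 50%; inconclusive = only one of those two conditions met; inactive = mean below 50% and too few replicates reaching it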;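 also: 0% = median of the neutral control wells and 100% = twice that signal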
HSP90 inh – HSP90 refolding inhibition in rabbit reticulocyte lysate; 290,000 compounds, 0.91% hits; inhibition, % at 5.6 µM; luciferase refolding luminescence, 3 h;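 active = inhibition above the screen-wide mean plus 3 SD, computed separately per campaign, cut at about 16% in these data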;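 also: 0% = DMSO wells and 100% = 60 µM geldanamycin wells; inhibitors lower the luminescence because luciferase stays unfolded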
Platelet DG rel – modulates dense granule release in human platelets | 300,000 compounds, 0.22% hits | human platelet-rich plasma, SFLLRN dense granule ATP release, luminescence | AID 1663 | inhibition, %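 (compounds screened at 7.5 µM in platelet-rich plasma)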;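 active = mean replicate score, as percent of positive control, at or above 50; inconclusive = mean below 50 but at least one replicate at or above 50; inactive = mean and every replicate below 50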
aSyn 5UTR inh – MLPCN primary screen, SNCA 5' untranslated region; inhibition, % (tested at 7.5 µM); AID 1813; 300,000 compounds, 0.82% hits; alpha-synuclein 5'UTR reporter, inhibitor activity; in the data active = inhibition above about 60%; inconclusive = no clear call, values can overlap the other calls;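 also: H4 neuroglioblastoma cells stably carrying SNCA 5'UTR luciferase fusion; 0% = DMSO wells and 100% = positive control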
AI-2 QS modul – modulators of Vibrio harveyi AI-2 quorum sensing system. Vibrio harveyi JMH597 AI-2 luminescence/OD600 ratio, 9 h; active compounds read low; strain lacks LuxN and CqsS sensors; 0 = neutral-control median. 300,000 compounds, 0.4% hits. activity change, % at 7.5 µM; in the data active = activity change below about -75%, passing the limit was not always enough; inconclusive = no clear call, values can overlap the other calls;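 also: luminescence divided by OD600 gain over 9 h not by final OD600 alone; inactives centre near 13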
IEC-6 cytotox – counter-screen for KLF5 inhibitors: cytotoxicity in IEC-6 cells. IEC-6 cytotoxicity, luminescence viability. inhibition, % at 5 µM. 290,000 compounds, 0.78% hits. AID 1825; in the data active = inhibition above about 22%;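 also: 0% = plate median of test compound wells and 100% = cytotoxic reference compound wells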
An asterisk follows results filed as active; ? = inconclusive; . = no result given.

SMILES	HSF1 inh	HIF activator	KLF5 inhibitor	SKKanGAS inh	HSF-1 act	HSP90 inh	Platelet DG rel	aSyn 5UTR inh	AI-2 QS modul	IEC-6 cytotox
Cc1onc(-c2c(F)cccc2Cl)c1C(=O)NCc1ccccc1	-5	2.2	-48	-10	6	1	-7	5	16	-10
CCOC(CNC(=O)c1ccc2c(c1)ncn2-c1ccc(F)c(F)c1)OCC	-1	0.1	-23	0	-9	3	5	0	-3	-7
COc1ccc(/C=N/NC(=O)c2ccn[nH]2)cc1Cn1cc([N+](=O)[O-])cn1	-2	0.9	-98	3	-10	-1	1	-28	14	-4
Cc1ccc(C)c(SCC(=O)Nc2cccc(S(=O)(=O)NC3=NCCCCC3)c2)c1	4	-0.2	8	-4	-2	1	28	12	33	-2
C[C@H](NC(=O)c1nc[nH]c1C(=O)N[C@@H](C)c1ccccc1)C(=O)OC(C)(C)C	-2	-0.5	13	-2	5	8	-1	10	-3	-2
O=C(NCCN1CCOCC1)/C(=C/c1ccccc1)NC(=O)c1ccccc1	-6	0.0	-32	1	-20	-1	-9	-7	-2	5
COc1ccccc1NC(=O)/C(C#N)=C/c1c(C)nn(-c2ccc(F)cc2)c1Cl	4	-0.2	-7	0	-14	-2	1	-25	29	-1
CCN1C(=O)C2(C(C#N)=C(N)Oc3n[nH]c(-c4ccc(Cl)cc4)c32)c2ccccc21 (configuration not stated)	-3	-0.5	6	10	-2	4	1	5	12	3
CSc1ccccc1OCc1cc(C(=O)N2CCc3sccc3C2)no1	-2	-0.1	-19	-3	2	1	-6	-30	1	-4
Cc1cc(C)c(S(=O)(=O)Nc2c(C)n(C)n(-c3ccccc3)c2=O)cc1[N+](=O)[O-]	-3	1.6	-9	4	-8	-2	-4	-2	16	-3
Cc1cc(C)c2c(=O)[nH]n(C3CCCCCC3)c2n1	11	-0.6	-14	6	36	1	-2	6	33	-3
O=c1c2c(-c3cccs3)csc2ncn1-n1cccc1	0	0.3	-7	-3	5	-4	-5	26	7	-2
COc1cc(N2CCCC2)c(OC)cc1/C=C(/C#N)c1ccc(F)cc1	10	0.3	-43	-4	-2	6	1	-31	5	-1
CC(=O)c1ccccc1OCc1ccc(C(=O)c2ccccc2)cc1	3	-1.8	-25	32	15	-3	-4	-13	16	-4
CCC(=O)N(Cc1c(C)nn(-c2ccccc2)c1Cl)c1ccc(Cl)cc1	2	0.2	4	-7	4	-1	-4	21	25	5
Cc1cccc(N2CCN(C(=O)Cn3nc(Cc4ccncc4)c4ccccc4c3=O)CC2)c1C	-17	-0.1	-27	1	-35	3	1	-11	13	-6
COc1cc(O)ccc1C=O	-2	0.0	-27	-18	18	2	?	-3	13	0
COc1ccc(-c2nnn3c2nc(NCc2ccccc2)c2ccccc23)cc1	0	-0.2	10	1	-8	0	1	9	7	5
CC(C)CS(=O)(=O)C1=NN2C(=N)/C(=C\c3ccc(OC(=O)c4ccco4)cc3)C(=O)N=C2S1	-4	0.1	-5	5	9	-3	-19	-4	28	-5
Cc1cc(OCCCn2ccnc2)cc(C(C)C)c1	2	-0.1	-11	-2	7	2	3	12	19	5
O=C(O)c1ccc2cccc(Cl)c2c1O	3	-0.4	2	-19	18	4	18	2	42	1
O=C(Cn1cc(C(=O)c2cccs2)c2ccccc21)NCc1cccs1	12	3.3	-40	3	2	-1	-7	-70	14	-4
C=C(C)C1CC=C(C)/C(=N/Nc2ccccc2[N+](=O)[O-])C1 (configuration not stated)	-5	1.0	-11	-11	-5	-1	-4	-144	40	-5
O=C(Cc1ccc(-n2c(=O)c3sccc3n(Cc3ccc(F)cc3)c2=O)cc1)NCc1ccco1	5	0.2	-10	-2	12	2	-4	11	6	6
O=C(CCCC(=O)OCC(=O)c1ccc(Cl)cc1Cl)Nc1cc(C(F)(F)F)ccc1Cl	-1	-0.5	-26	-5	7	-1	-34	-12	21	3
Cc1cc(S(=O)(=O)N(Cc2ccccn2)Cc2ccco2)ccc1-n1cnnn1	1	0.1	-12	-1	16	0	2	-53	14	0
Cc1ccc(Oc2ncnc3sccc23)cc1	-8	1.8	-22	-12	1	3	3	-143	-5	0
O=C(COc1ncnc2c(Cl)cc(Cl)cc12)NC1CCCCCC1	0	0.9	-4	1	0	-3	3	5	38	0
COc1ccc(NC(=O)CC2C(=O)OCC3CCCCN32)cc1Cl (configuration not stated)	1	-0.1	-26	-1	0	0	7	3	15	2
COC(=O)c1c(NC(=O)Cc2cccs2)sc2c1CCC(C)C2 (configuration not stated)	-1	2.8	-15	9	6	-1	-3	-33	39	3
COc1cc2c(cc1OC)CN(CCOc1ccc(Br)cc1)CC2	0	-0.6	-26	-4	10	1	0	-1	17	3
CC1CCCN(C(=O)c2ccc([N+](=O)[O-])o2)C1 (configuration not stated)	22	-0.3	-43	-2	35	2	6	-19	-24	-8
O=C(CCCOc1ccc(Cl)cc1Cl)NCc1ccccn1	-1	-0.4	9	-9	-15	0	-10	0	3	0
CC(C)(C)c1ccc(C(=O)NCCC(=O)N2CCCC2)cc1	6	2.8	-144	-12	28	2	6	-105	18	-3
COc1ccc(-c2nc(CS(=O)CC(=O)NCc3ccc(Cl)cc3)c(C)o2)cc1 (configuration not stated)	8	-0.6	-5	-10	22	-1	-4	-2	7	0
Nc1nnc(-c2cccc(F)c2)s1	2	-1.6	-13	-4	1	0	17	-8	7	-4
C=CCn1c(N)cc(=O)nc1SCC(=O)N1CCN(c2ccc(F)cc2)CC1	7	-0.4	-23	5	12	-1	-1	2	48	5
COc1ccccc1NC(=O)Cn1cnc2sc(C(=O)Nc3cc(OC)c(OC)c(OC)c3)c(C)c2c1=O	2	0.7	-21	0	6	2	10	9	23	7
O=[N+]([O-])c1nn(-c2ccc3c(c2)OCCO3)n(O)c1=NCc1ccccc1Cl	22	.	-84	2	36	2	6	-95	24	-4
CCn1c2ccccc2c2nnc(SCC(=O)c3ccccc3)nc21	5	0.1	-34	0	-2	0	-1	30	28	0
Cc1ccc(CN(C(=O)c2ccco2)C(C(=O)NC2CCCC2)c2cccnc2)cc1 (configuration not stated)	-3	-0.8	-38	-1	-11	0	10	22	-4	0
O=C(COc1ccc(=O)n(-c2ccccc2)n1)Nc1ccccc1	-3	0.0	-6	1	12	-1	-4	-3	26	-2
O=C(O)c1cccnc1-c1ncccc1C(=O)O	-1	-0.7	-7	-1	3	3	-2	6	23	9
O=C(NCc1ccccc1)c1ccc(N2CCC3(CC2)CC(c2ccc(Cl)cc2)=NO3)c([N+](=O)[O-])c1	1	0.2	-17	10	8	5	3	13	17	-1
COc1cc(CNCCO)ccc1OCC(=O)Nc1ccc(Br)cc1	15	0.9	2	-10	44	4	-9	-69	19	-2
CCCCOCCCNc1ncnc2c1[nH]c1ccccc12	0	0.0	-28	1	8	8	8	-53	6	14
COc1ccc(CN2C(=O)CC(C(=O)NCCc3ccc(S(N)(=O)=O)cc3)SC2=Nc2ccccc2)cc1 (configuration not stated)	11	0.0	-2	12	19	1	-1	20	24	5
CC(C)NS(=O)(=O)c1ccc(OCC(=O)Nc2ccc3c(c2)OCO3)cc1	1	-0.4	-40	4	18	-1	-2	5	10	-6
Cc1cc(NC(=O)c2ccc(N3C(=O)CCC3=O)cc2)no1	-8	-0.5	15	6	-13	-3	-2	-6	5	0
CC(C)C(=O)Nc1nnc(CCc2nnc(NC(=O)C(C)C)s2)s1	-12	-0.5	-69	0	-4	-3	-2	11	4	-2
Cc1cccc(C)c1NC(=O)CN(C)CC(=O)Nc1cc(Cl)ccc1C#N	3	2.7	-2	6	-3	4	-5	1	15	5
CN1CCN(/C=N/C2=C(C#N)C(c3ccccc3)C3=C(CC(C)(C)CC3=O)O2)CC1 (configuration not stated)	-10	0.2	1	15	3	2	0	-7	6	4
COc1ccc(NC(=O)CN(C)CC(=O)Nc2ccc(Cl)cc2[N+](=O)[O-])cc1	8	-0.1	-29	2	10	0	-7	-7	8	5
CCN1CCN(CCCNC(=O)c2cc3c(s2)-c2ccccc2OC3)CC1	-1	0.5	-28	5	-18	1	3	6	14	2
CC(C)OC(=O)CSc1nc2c(c(C3CC=CCC3)c1C#N)CCC2 (configuration not stated)	7	.	-16	-4	14	2	-13	24	4	-1
N#Cc1cccc(NC(=O)CNc2cccc(S(=O)(=O)N3CCCCC3)c2)c1	6	0.6	.	-1	-9	.	1	-5	28	.
Cn1[nH]c(-c2ccccc2)c(/C=N/O)c1=O	2	-0.1	-42	4	7	5	-1	5	33	-2
CCCN(CCC)C(=O)Cn1c(=O)n(CCCCC(=O)NC2CCCC2)c(=O)c2ccccc21	-2	0.2	8	-5	18	0	6	10	28	0
COc1cc(-c2nc(-c3ccc(NC(=O)c4ccc(Br)o4)cc3)no2)cc(OC)c1OC	-3	0.1	-14	-14	-6	-2	-8	1	-6	3
Cc1ccc(N2CCN(C(=O)c3cc(-c4ccc(F)cc4)[nH]c3C)CC2C)cc1 (configuration not stated)	9	1.2	-35	25	9	-3	3	15	21	6
The list goes on:
SMILES	HSF1 inh	HIF activator	KLF5 inhibitor	SKKanGAS inh	HSF-1 act	HSP90 inh	Platelet DG rel	aSyn 5UTR inh	AI-2 QS modul	IEC-6 cytotox
Cc1ccc(-c2noc(C3CCCN(C(=O)c4cccc(F)c4)C3)n2)cc1 (configuration not stated)	4	0.4	-8	-1	7	5	-2	-34	4	-4
Cc1ccccc1N(CC(=O)NC(C)(C)C)C(=O)CCC(=O)Nc1nccs1	-4	-0.9	-15	-1	-3	-1	-16	-3	12	-13
C/C(Nc1cccc(F)c1)=C(/C#N)C(N)=O	1	-0.4	-28	0	12	2	7	-4	6	-2
CCC(CC)NC(=O)COC(=O)c1ccc(OCc2ccc(C(C)=O)cc2OC)c(OC)c1	7	-0.6	-13	9	14	0	5	14	0	3
COc1cc(C(=O)N2CCN(C/C=C/c3ccccc3)CC2)cc(OC)c1OC	2	-0.4	-32	-7	-15	0	-4	7	11	-2
Cc1ccc(-c2nc(C)c(C(=O)O)s2)cc1	16	1.4	-108	2	39	75*	4	-208	32	4
O=S1(=O)N=C(N/N=C/c2ccccn2)c2ccccc21	0	4.2	-30	-10	-10	1	17	3	-86*	2
O=S(=O)(c1cccc2cccnc12)N1CCN(c2ccccc2)CC1	6	-0.5	30	2	15	7	-7	-7	14	0
COc1ccc(S(=O)(=O)n2[nH]c(=O)c(CCO)c2C)c([N+](=O)[O-])c1	0	0.1	-3	6	-8	-2	-4	-25	1	-6
Cc1ccccc1NC(=S)/C(=C(\[O-])c1cc(C)n(Cc2ccccc2Cl)c1C)[n+]1ccccc1	-1	-0.8	-17	4	-4	1	-1	-21	28	-6
CC1Cc2nc(SCC(=O)Nc3ccc(F)cc3F)n(C)c(=O)c2S1 (configuration not stated)	4	0.2	-29	5	2	0	-4	11	15	-1
O=C(Cc1ncc(C(F)(F)F)cc1Cl)Nc1ccc(F)cc1	1	0.4	9	-2	-16	-2	7	11	-48	-6
CCCCC(=O)Nc1ccccc1C#N	3	-0.1	0	-4	-7	0	17	8	16	4

Screens as filed in PubChem BioAssay.
